DRD3 agonist = agonists of human D3 dopamine receptor. D3R DiscoveRx beta-arrestin cells, luminescence, 90 min. max activation, %. actives 0.58% (n = 410,000). AID 652048; in the data active means max activation above about 30%; further: 0% is about no effect; mostly tested at two doses, the higher about 12 µM
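Agonist-mode cell screen: cells plated at 1500/well and incubated overnight at 37 °C, then exposed to library compounds for 90 min at 37 °C. Detection reagent was added for 30–60 min at room temperature, and luminescence was read.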
KB-V1 cytotox = kills drug-selected multidrug resistant KB-V1 cells; KB-V1 MDR cells viability, CellTiter-Glo, 72 h; Potency, µM (top dose mostly 46.1 µM), without a hit: top-dose activity change, negative = cytotoxicity, usual class: cytotoxic; actives 3.4% (n = 400,000); further: potency means the concentration at half of the fitted maximal effect; on the % scale 0 is the no-effect control and ±100 the full control effect; nearly all actives have a fitted effect of over 60% in size
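Cytotoxicity via CellTiter-Glo luminescence after 72 h compound exposure at 37 degrees C. Cells: drug-selected KB-V1 line, DMEM phenol-red free plus 10% FBS. Compounds tested at multiple concentrations; normalized data fitted to concentration-effect curves.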
TDP-43 yeast inh = TDP-43 toxicity inhibition in yeast | actives 1.8% (n = 410,000) | TDP-43 expressing yeast growth rescue, BacTiter-Glo, 24 h | Potency, µM (titrated, usually from 46.1 µM), for the others: at the top dose growth rescue (activation), actives largely listed as activators; further: potency means the concentration at half of the fitted maximal effect; % of control where 0% means no effect; nearly all actives have a fitted effect of over 50% in size
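Cell-based yeast growth screen: TDP-43 expression induced in galactose, inoculum OD600=0.02 after raffinose pregrowth to mid-log. Read-out BacTiter-Glo luminescence at 24 hr, 30 deg C; inhibition of toxicity seen as signal increase.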
HEK293 tox = cytotoxicity counter-screen for GLP-1 receptor inverse agonists; HEK293 cAMP-luciferase reporter cells, luminescence, 24 h; Potency, µM (titrated, usually from 38.3 µM), without a hit: at the highest dose activity change, negative = inhibition, usual class: inhibitors; actives 0.13% (n = 410,000); AID 624418;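 further: loss of luciferase light is scored as toxicity; potency means the concentration at half of the fitted maximal effect; on the % scale 0 is the no-effect control and ±100 the full control effect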
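Compound-treated cells are incubated 24 hr at 37 deg C under 5% CO2 after a 12 hour attachment period, then luciferase detection reagent is added and luminescence is measured following 12 min at room temperature; lowered signal indicates toxicity.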
DRD3 antagonist = antagonists of human D3 dopamine receptor; P35462; D3R cells, DiscoveRx beta-arrestin luminescence, antagonist mode; active compounds read low; max response, negative = inhibition, %; actives 2.5% (n = 360,000); in the data active means max response below about -50%; inconclusive means no clear call, values can overlap the other calls; further: on the % scale 0 is the no-effect control and ±100 the full control effect; mostly tested at two doses, the higher about 12 µM
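Cells plated overnight at 1500 cells/well, then exposed to library compounds with dopamine controls for 90 minutes at 37 degrees C. DiscoveRx reagent added for 30–60 minutes at room temperature; luminescence read, quantitative HTS format.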
GLP1R inv ag = GLP-1 receptor (human) inverse agonism | actives 1.6% (n = 410,000) | Potency, µM (highest dose often 38.3 µM), for inactives: at the highest dose activity change, negative = inhibition, most hits filed as inhibitors | HEK293 GLP-1R CRE-luciferase, luminescence, 24 h; GLP-1R form is constitutively active | P43220; further: potency means the concentration at half of the fitted maximal effect; on the % scale 0 is the no-effect control and ±100 the full control effect; nearly all actives have a fitted effect of over 55% in size
Target sequence (P43220 whole entry, looked up): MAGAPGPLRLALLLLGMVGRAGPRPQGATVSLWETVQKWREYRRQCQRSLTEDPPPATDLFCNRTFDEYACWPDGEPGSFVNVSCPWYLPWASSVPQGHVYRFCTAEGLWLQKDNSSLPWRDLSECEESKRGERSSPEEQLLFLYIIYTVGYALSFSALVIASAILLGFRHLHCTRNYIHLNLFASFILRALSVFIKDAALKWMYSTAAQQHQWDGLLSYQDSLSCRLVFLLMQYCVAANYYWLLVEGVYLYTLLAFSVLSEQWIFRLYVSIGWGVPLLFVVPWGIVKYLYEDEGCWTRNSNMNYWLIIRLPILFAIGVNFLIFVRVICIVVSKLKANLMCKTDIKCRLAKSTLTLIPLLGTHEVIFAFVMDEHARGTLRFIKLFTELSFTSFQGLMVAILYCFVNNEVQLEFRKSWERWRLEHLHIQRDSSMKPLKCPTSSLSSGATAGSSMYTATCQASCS
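Constitutively active GLP-1R drives a cAMP-responsive luciferase in stably transfected HEK293 cells; test compounds are added after overnight (12 h) attachment and left 24 hr, and signal loss in luminescence marks inhibition.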
aSyn rescue = rescues yeast growth from alpha-synuclein toxicity; Yeast expressing alpha-synuclein, growth rescue, BacTiter-Glo, 24 h; Potency, µM (highest dose often 46.1 µM), for inactives: at the top dose growth rescue (activation), most hits filed as activators; actives 0.14% (n = 370,000); further: potency means the concentration at half of the fitted maximal effect; % of control where 0% means no effect; nearly all actives have a fitted effect of over 65% in size
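Screening used galactose-induced yeast with toxic alpha-synuclein levels, exposed to compound for 24 hr at 30 deg C. Cell growth, read with BacTiter-Glo luminescence, gave the measured signal.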
PTHR1 ag = agonists of human PTHR1 parathyroid hormone receptor; Q03431; AID 743266; actives 0.075% (n = 410,000); HEK293 GP2 PTHR1 cells, GloSensor cAMP luminescence, 1 h; Potency, µM (titrated, usually from 115 µM), inactives show at the highest dose activation, hits mostly activators; further: potency means the concentration at half of the fitted maximal effect; nearly all actives have a fitted effect of over 55% in size; some results filed as inactive show a strong effect at the top dose; inactives centre near -15; many of its hits are not listed in these tables
Target sequence (Q03431 whole entry, looked up): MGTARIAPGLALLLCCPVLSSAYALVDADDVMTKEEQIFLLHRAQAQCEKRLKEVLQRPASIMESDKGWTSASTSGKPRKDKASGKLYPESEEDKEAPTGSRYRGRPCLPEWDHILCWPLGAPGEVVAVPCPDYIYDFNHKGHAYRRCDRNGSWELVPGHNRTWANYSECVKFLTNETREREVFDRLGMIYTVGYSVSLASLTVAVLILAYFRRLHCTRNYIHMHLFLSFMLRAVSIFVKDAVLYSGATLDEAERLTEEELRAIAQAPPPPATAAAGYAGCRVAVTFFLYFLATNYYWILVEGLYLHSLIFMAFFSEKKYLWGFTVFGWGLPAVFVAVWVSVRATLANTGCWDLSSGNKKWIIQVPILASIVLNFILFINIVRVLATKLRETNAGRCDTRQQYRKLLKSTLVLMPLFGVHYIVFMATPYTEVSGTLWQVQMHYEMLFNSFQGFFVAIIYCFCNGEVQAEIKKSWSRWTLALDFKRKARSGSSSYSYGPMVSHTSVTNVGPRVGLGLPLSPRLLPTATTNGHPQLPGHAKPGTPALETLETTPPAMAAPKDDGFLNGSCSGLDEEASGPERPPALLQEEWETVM
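HEK-293-derived GP2 cells expressing PTHR1 and a GloSensor cAMP reporter, 3,000/well, plated overnight, given luciferin plus IBMX (each 0.5 mM as added) for 1 h at 37 °C, then compound for 1 h at 37 °C. Luminescence was read after 15 min at room temperature.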
GLP-1R agonist = GLP-1 receptor (human) agonism. P43220. HEK293 GLP-1R CRE-luciferase, luminescence, 4-6 h; cells express a hypersensitive GLP-1R form. Potency, µM (highest dose often 45.6 µM), without a hit: top-dose activation, usual class: activators. actives 0.007% (n = 380,000). AID 624172; further: potency means the concentration at half of the fitted maximal effect; % of control where 0% means no effect
Starred values were filed as active, the others as inactive; i = inactive; ? = inconclusive; · = not tested or not shown; [ ] = another dose, or the depositor's remark. Unless noted, the call rests on the fitted dose curve; in most records, active means well fitted curve in the direction sought with a large enough effect; inconclusive means small, poorly fitted or top-dose-only effect, or another doubt; inactive means no such curve, though single readings can be large; an effect the other way counts as inactive or inconclusive. The list is partial; rates above refer to the full screens.

Results follow in this order: DRD3 agonist	KB-V1 cytotox	TDP-43 yeast inh	HEK293 tox	DRD3 antagonist	GLP1R inv ag	aSyn rescue	PTHR1 ag	GLP-1R agonist
COc1ccc(CCNC(=O)C(C(=O)c2ccccc2)n2ccccc2=O)cc1OC (stereo unspecified)
→ -1.3	?	16.4%	-4.4%	-9.5	-5.7%	7.8%	i	-3.5%
CC1=C(C(=O)N2CCOCC2)CC(CC(=O)NCc2ccco2)C(=O)N1Cc1ccccc1 (stereo unspecified)
→ 3.6	-25.6%	6.7%	4.1%	-10.2	2.4%	0.8%	-13.2%	12.9%
CC(C)CN(C(=O)COc1ccc(-c2nnco2)cc1)C1CCS(=O)(=O)C1 (stereo unspecified)
→ 6.9	·	4.3%	3.1%	22.0	5.6%	5.3%	i	-0.9%
CNC(=O)c1ccsc1NC(=O)CCS(=O)(=O)c1ccccc1
→ 0.6	-0.8%	-15.3%	0.0%[0.307 µM]	7.1	-2.6%[0.307 µM]	1.2%	-7.5%	-7.2%
C=CCc1cc(Cl)ccc1OCCCNC(C)C
→ -43.8	?	2.9%	-0.2%	?	?	-3.4%	i	2.3%
O=S(=O)(Nc1nc2ccccc2nc1N1CCc2ccccc2C1)c1ccc(Cl)cc1
→ 17.9	14.6µM*	-1.6%	?	8.6	3.9%	10.8%	-56.7%[inhibitor]	8.2%
CCCn1c(/N=C/c2c[nH]c3ccccc23)nc2ccccc21
→ -3.4	-22.3%	-10.0%	4.7%	1.9	5.0%	2.0%	-10.0%[57.5 µM]	0.2%
COc1ccc(-n2nc(C#N)c(Cl)cc2=O)cc1
→ -13.1	0.0%	-38.5%[inhibitor]	?	-104.4*	?	-26.3%	-46.7%[inhibitor]	-7.7%
CCOC(=O)C=C1CCN(c2ncc(C(F)(F)F)cc2Cl)CC1
→ 0.9	-0.1%	5.8%	-2.4%	19.9	5.6%	-17.7%	i	-9.0%
Nc1ccc2c3c(cccc13)CC2
→ -0.8	8.8%	11.3%	2.4%	-13.0	?	1.6%	i	11.9%

Additional records follow.
Results follow in this order: DRD3 agonist	KB-V1 cytotox	TDP-43 yeast inh	HEK293 tox	DRD3 antagonist	GLP1R inv ag	aSyn rescue	PTHR1 ag	GLP-1R agonist
O=C(CCN1C(=O)C2C3C=CC(C3)C2C1=O)NCCc1ccccc1Cl (stereo unspecified)
→ -1.2	-11.2%	-13.6%	13.6%	10.6	-1.6%	2.0%	17.3%[57.5 µM]	4.4%
CC/C(=N\NC(=O)COc1ccc(Br)cc1)c1ccc(OC)c(OC)c1
→ -3.4	?	10.3%	-6.1%[7.66 µM]	2.8	58.9%[activator][7.66 µM]	-6.3%	i	9.7%
Cc1ccc(SCC(=O)Nc2ccc(N3CCOCC3)cc2)cc1
→ 0.7	9.3%	5.5%	-4.4%	-19.1	13.5%	-1.1%	i	-0.4%
CC(=O)N1CCc2cc(S(=O)(=O)NC(CC(C)C)C(=O)NCCc3ccc(C)cc3)ccc21 (stereo unspecified)
→ 6.3	0.3%	29.5%	-8.5%	·	1.8%	·	-19.6%	·
c1c2c(cc3sc(N4CCOCC4)nc13)OCO2
→ -2.0	-9.5%	2.1%	-5.4%	-0.4	?	-14.6%	-35.7%	-4.7%
COc1ccccc1N1C(=O)c2cccc3c(C(=O)O)ccc(c23)C1=O
→ -3.4	2.5%	0.9%	30.8%	-29.0	11.4%	-10.2%	11.4%	-2.4%
COc1ccc(N(CC(=O)NCCc2ccccc2)S(=O)(=O)c2ccccc2)c(OC)c1
→ 1.3	-6.9%	14.3%	-5.2%	·	-27.2%	·	i	·
COc1ccc(NC(=O)CNC(=O)Cn2cnc3sc(C)c(C)c3c2=O)cc1OC
→ -1.0	8.2%	-9.1%	-15.6%	9.8	50.7%[activator]	2.0%	-21.2%	1.7%
COc1ccc(S(=O)(=O)N2CN(CCc3ccc(OC)c(OC)c3)c3nc4ccccc4nc32)cc1
→ 2.8	0.4%	-10.2%	-5.8%	-6.7	2.9%	-0.6%	-2.6%	0.1%
COc1cccc(/C=N/N2CCN(c3ccncc3S(=O)(=O)N3CCCCC3)CC2)c1
→ -5.4	-1.8%	-21.2%	-11.7%	-1.2	9.7%	-1.0%	i	4.9%

Carrying on.
Results follow in this order: DRD3 agonist	KB-V1 cytotox	TDP-43 yeast inh	HEK293 tox	DRD3 antagonist	GLP1R inv ag	aSyn rescue	PTHR1 ag	GLP-1R agonist
O=C(Nc1ccc(OC(F)(F)F)cc1)c1cc2ccccn2n1
→ -12.5	?	0.0%	-6.3%	·	-11.5%	·	-92.4%[inhibitor]	·
CC(=O)Nc1cccc(-c2csc(C(O)c3ccccc3)n2)c1 (stereo unspecified)
→ -7.8	-19.8%	-7.4%	-4.7%	?	-21.1%	-5.8%	-9.4%	2.9%
Cc1cc2oc(=O)cc(Cn3ccnc3)c2cc1O
→ 0.8	6.0%	13.0%	-2.1%	3.9	0.5%	-1.3%	i	-1.2%
COc1ccc(C(=O)n2cc(C(C)=O)c3ccccc32)cc1
→ -8.3	-26.8%	5.9%	17.6%	-12.9	-22.1%	-3.5%	-8.3%	-1.7%
CCCCSc1nc(N)c(NC(=O)c2ccco2)c(=O)[nH]1
→ 4.1	8.1%	12.6%	1.4%	11.0	-0.7%	-0.5%	i	9.8%
Cc1cccc(C)c1NC(=O)C(CCc1ccccc1)n1c(=O)c(-c2ccccc2)nc2ccccc21 (stereo unspecified)
→ 5.6	?	29.6%	2.8%	?	?	-4.0%	-0.8%	·
S=C(Nc1ccccc1)N1CCn2cccc2C1c1cccnc1 (stereo unspecified)
→ 1.8	16.4µM*	13.3%	-9.2%	12.4	-1.4%	9.9%	-30.7%[inhibitor]	-0.2%
Cc1nnc(NC(=O)CSc2nnc(-c3ccoc3C)n2CC(C)C)s1
→ 2.4	1.1%	-12.7%	-2.2%	-12.1	22.5%	-0.9%	i	-3.0%
O=C(O)CCn1c(SCc2ccccc2)nc2ccccc21
→ 2.9	-6.2%	-4.7%	9.2%	16.7	3.0%	1.8%	-42.6%[inhibitor][57.5 µM]	-1.1%
COc1cc(C(=S)N2CCOCC2)cc(OC)c1OC(=O)Cc1ccc(F)cc1
→ 0.4	0.0%	-38.2%[inhibitor]	11.2%	-4.6	5.5%	-0.4%	i	7.0%

Single entries from above:
For PTHR1 ag, O=C(Nc1ccc(OC(F)(F)F)cc1)c1cc2ccccn2n1 shows -92.4%[inhibitor]
For aSyn rescue, COc1cc(C(=S)N2CCOCC2)cc(OC)c1OC(=O)Cc1ccc(F)cc1 shows -0.4%

Next records
Results follow in this order: DRD3 agonist	KB-V1 cytotox	TDP-43 yeast inh	HEK293 tox	DRD3 antagonist	GLP1R inv ag	aSyn rescue	PTHR1 ag	GLP-1R agonist
COc1ccc(N(C)C(=O)c2nc(-c3cccc(F)c3)n3c2CCCCC3)c(OC)c1
→ -16.9	·	9.2%	-14.3%	·	?	·	i	·
COc1ccc(N2CCN(c3oc(/C=C/c4cccc(OC)c4)nc3C#N)CC2)cc1
→ 5.9	·	7.2%	21.5%	·	7.0%	·	i	·
COC(=O)CNc1c(-c2ccccn2)nc2ccc(Br)cn12
→ 1.8	5.17µM*	7.4%	-18.2%	-21.0	12.0%	1.5%	i	-0.1%
O=C(Nc1cccc(F)c1)C1CCCCC1
→ -6.7	?	?	4.8%	-21.1	19.2%	-8.0%	i	5.7%
O=C(COc1ccc(F)cc1Br)NCc1nnc2ccccn12
→ -15.7	?	-6.1%	-10.6%	-12.0	-3.3%	-2.4%	-8.0%	11.6%
C=CCn1c(=O)c2c(nc3n2CC(C)CN3Cc2ccccc2)n(C)c1=O (stereo unspecified)
→ -1.6	-2.3%	5.0%	-6.5%	-4.7	29.7%	-6.7%	i	5.8%
CO/N=C\CC(=O)Nc1ccc(Oc2ccccc2)cc1
→ -2.1	?	5.7%	-23.4%	-28.1	1.26µM*	-19.9%	-6.9%	9.7%
Cc1cccc(C(=O)NC(=S)NCc2ccccc2)c1
→ -4.2	-7.7%	?	-80.1%	-29.1	?	0.3%	-17.1%	5.2%
COc1ccc(CC(=O)N/N=C(\C)c2cccnc2)cc1
→ 0.3	3.4%	-3.8%	-1.2%	-3.8	0.5%	2.6%	i	-0.4%
Cc1ccc(NC(=O)C2Cc3ccccc3CN2C(=O)c2ccco2)cc1S(=O)(=O)N(C)C (stereo unspecified)
→ 22.5	-7.4%	-4.0%	-5.3%	30.3	-4.2%	10.5%	i	7.2%

Following part:
Results follow in this order: DRD3 agonist	KB-V1 cytotox	TDP-43 yeast inh	HEK293 tox	DRD3 antagonist	GLP1R inv ag	aSyn rescue	PTHR1 ag	GLP-1R agonist
CSC(=N/N=C(\N)c1cnccn1)SC
→ -4.4	?	19.8%	0.8%	-15.9	8.8%	-4.9%	?	-9.0%
CC1(C(=O)NC(=S)N(Cc2ccccc2)c2ccccn2)CC1(Cl)Cl (stereo unspecified)
→ -10.5	-17.2%	2.5%	3.3%[1.53 µM]	-19.6	-5.9%	-0.3%	i	2.8%
O=C(Nc1cccc(F)c1)c1sc(Cl)nc1-c1ccccc1
→ 0.6	-23.7%	0.0%	3.3%[1.53 µM]	3.4	-27.8%	-0.7%	-3.3%	-2.4%
CCN(CC(=O)N1CCOCC1)S(=O)(=O)c1ccccc1
→ -4.0	-2.3%	-8.7%	0.0%	-5.5	2.9%	-2.2%	i	1.2%
COc1ccc(S(=O)(=O)NCc2ccncc2)cc1OC
→ 0.0	2.3%	-5.5%	1.6%	-4.8	9.2%	0.1%	-13.1%[57.5 µM]	-3.5%
Clc1ccc(-n2cc(COCc3ccccc3)nn2)cc1
→ 2.4	2.6%	-3.5%	-3.5%	-27.5	?	13.2%	-86.8%	12.2%
